# Assay outcomes as filed in PubChem.
# TRPC6 activator: mouse TRPC6 channel activation; Q61143; HEK293-TRPC6 membrane potential dye fluorescence; stronger effect = higher value; B-score at 10 µM; 0.13% of 310,000 active; AID 2550;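 active = B-score of the integrated fluorescence ratio above library mean plus 3 SD, and starting fluorescence ratio within library mean plus 5 SD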;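 note: higher score means more depolarization so channel activation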
# TRPC4 inh: TRPC4 (mouse) channel inhibition | Q9QUQ5 | HEK293 TRPC4beta/mu-opioid, DAMGO-evoked Fluo4 calcium flux; stronger effect = lower value | B-score at 10 µM | 0.39% of 300,000 active;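 active = B-score over 3 SD under the library average, no early fluorescence shift, positive overall ratio signal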
#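 Signal: kinetic Fluo4 fluorescence imaging of calcium influx. Material: stable TRPC4beta/mu-opioid receptor HEK293 cells. Probe or stimulus: DAMGO in two steps, submaximal then maximal.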
# TRPC4 agonist: opens the mouse TRPC4 cation channel; Q9QUQ5; HEK293 TRPC4beta/mu-opioid, Fluo4 calcium fluorescence; stronger effect = higher value; B-score at 10 µM; 0.49% of 310,000 active; AID 2237;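 active = B-score above 5 SD of library B-scores, and initial fluorescence ratio not above library mean plus 5 SD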;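 note: positive B-score marks a calcium rise read as TRPC4 activation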
#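 Incubation: 45 min room-temperature Fluo4 loading, 110 s read / System: HEK293 cells stably co-expressing mouse TRPC4beta and mu-opioid receptor / Signal: Fluo4 fluorescence, kinetic / Control set: buffer (low) and maximal DAMGO (high) / Measure: integrated baseline-normalised fluorescence ratio, converted to per-well B score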
# MrgX1 ag: human MrgX1 receptor agonism, primary screen. Q96LB2. 0.44% of 310,000 active. B-score at 10 µM. AID 588627. MrgX1-HEK293 cells, Fluo-4 calcium fluorescence, agonist mode; stronger effect = higher value;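 active = calcium response B-score plate-corrected fluorescence ratio at least 3 library SD, with starting fluorescence B-score inside 5 SD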
#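 Material: MrgX1-expressing HEK293 cells / Dosing: compound as first of three additions / Incubation: overnight seeding, then 1 h dark dye loading / Signal: Fluo-4 NW calcium fluorescence / Evaluation: B-scored fluorescence response ratio / Benchmarks: positive and negative control wells on each plate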
# MrgX1 PAM: human MrgX1 positive allosteric modulation, primary screen. Q96LB2. MrgX1-HEK293, Fluo-4 calcium flux, FDSS; stronger effect = higher value. B-score at 10 µM. 0.63% of 310,000 active. AID 588675;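 active = plate-corrected calcium response at least 3 library SD above typical, normal starting fluorescence, not activating the receptor alone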;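 note: compound read alongside a low EC10 to EC30 dose of BAM8-22 agonist; peak minus trough fluorescence over baseline measured at the second addition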
# ANO1 activ: activates or potentiates the mouse TMEM16A chloride channel. B-score at 10 µM. HEK293 TMEM16A/YFP-H148Q/I152L, iodide quench fluorescence; stronger effect = lower value. 0.3% of 340,000 active;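 active = fluorescence-ratio B-score plate-corrected deviation score at least 3 library SD below zero, with starting fluorescence score within 5 deviations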;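 note: channel opened by trigger with iodide after compound preincubation; score built on the fluorescence ratio of max minus min over baseline; more negative score means more quench and so TMEM16A activation or potentiation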
# Target sequence (Q8BHY3 whole entry, looked up): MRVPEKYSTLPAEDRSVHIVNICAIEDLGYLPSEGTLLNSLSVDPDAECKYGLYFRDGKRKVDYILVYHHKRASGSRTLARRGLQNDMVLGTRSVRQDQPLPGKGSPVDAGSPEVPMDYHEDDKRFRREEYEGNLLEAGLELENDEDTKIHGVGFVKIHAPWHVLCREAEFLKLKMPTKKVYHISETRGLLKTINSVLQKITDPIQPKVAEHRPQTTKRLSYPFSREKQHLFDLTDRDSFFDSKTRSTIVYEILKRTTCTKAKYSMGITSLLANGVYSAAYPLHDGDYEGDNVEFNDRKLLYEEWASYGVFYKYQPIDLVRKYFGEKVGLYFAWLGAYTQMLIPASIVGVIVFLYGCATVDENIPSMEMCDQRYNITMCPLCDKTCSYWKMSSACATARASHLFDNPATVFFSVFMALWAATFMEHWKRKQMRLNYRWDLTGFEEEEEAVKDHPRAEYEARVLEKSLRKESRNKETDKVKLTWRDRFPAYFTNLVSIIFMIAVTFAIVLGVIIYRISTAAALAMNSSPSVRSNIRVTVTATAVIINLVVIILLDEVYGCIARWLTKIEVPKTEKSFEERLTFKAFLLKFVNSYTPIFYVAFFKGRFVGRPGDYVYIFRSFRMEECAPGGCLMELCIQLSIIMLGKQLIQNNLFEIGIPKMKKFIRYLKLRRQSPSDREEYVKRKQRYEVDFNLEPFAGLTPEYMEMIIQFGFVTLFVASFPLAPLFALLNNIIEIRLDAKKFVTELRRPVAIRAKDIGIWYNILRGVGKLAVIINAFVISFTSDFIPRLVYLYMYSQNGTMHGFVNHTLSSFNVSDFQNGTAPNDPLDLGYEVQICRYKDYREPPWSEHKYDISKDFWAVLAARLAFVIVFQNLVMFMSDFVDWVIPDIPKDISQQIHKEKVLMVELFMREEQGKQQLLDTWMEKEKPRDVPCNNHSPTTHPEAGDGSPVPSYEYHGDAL
# MrgX1 antagonist: antagonists of human MrgX1 receptor | 1.3% of 310,000 active | MRGX1-HEK293 calcium flux, Fluo-4, BAM8-22 antagonism; stronger effect = lower value | B-score at 10 µM | AID 588676;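 active = calcium-response B-score plate-corrected more than 3 library SD below zero, starting fluorescence within 5 deviations, no agonist response on first addition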;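 note: peak minus trough fluorescence over baseline after final BAM8-22 challenge near maximal dose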
# TRPC4 potent: allosteric potentiators of mouse TRPC4 channel; HEK293 TRPC4beta/mu-opioid, DAMGO EC20, Fluo-4 Ca2+ flux; stronger effect = higher value; B-score at 10 µM; 0.42% of 310,000 active; AID 2227;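 active = B-score of calcium response area above 5 SD of library B-scores, with initial fluorescence ratio within 5 SD of library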;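 note: B-score of integrated fluorescence ratio over time as area under calcium response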
# TRPC6 inhibitor: inhibitors of mouse TRPC6 channel. HEK293-TRPC6, membrane potential dye, ACh-evoked depolarization; stronger effect = lower value. B-score at 10 µM. 1.1% of 310,000 active. AID 2553;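 active = B-score under library mean minus 3 SD, initial fluorescence not abnormally high, positive integrated signal ratio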;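 note: B-score derived from integrated fluorescence ratio over the kinetic read; more negative B-score means stronger inhibition of depolarization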
# RGS4 inh: inhibitors of human RGS4; AID 463165; P49798; B-score at 10 µM; HEK293 M3R/RGS4 inducible, Fluo-4 calcium flux; stronger effect = higher value; triggered by carbachol at its EC20; 0.45% of 310,000 active;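 active = B-score, a plate-corrected calcium signal, over three deviations above library mean, with baseline fluorescence within five deviations of library mean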;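 note: RGS4 expression induced by doxycycline in cells with stable M3 receptor; B-score is computed from the integrated fluorescence ratio over baseline after carbachol; higher B-score means a larger calcium signal and so more RGS4 inhibition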
# TMEM16A inh: mouse TMEM16A channel inhibition, primary screen | Q8BHY3 | HEK293 TMEM16A/YFP iodide influx fluorescence, ionomycin | normalized B-score (activity score, 25-100; higher = stronger inhibition) at 10 µM | 1.2% of 310,000 active | AID 588511;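 active = ratio plate-corrected score three or more library SD toward inhibition, starting fluorescence score within five deviations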;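 note: score derived from kinetic fluorescence span divided by baseline fluorescence per well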
# An asterisk follows results filed as active; i = inactive; / = no result given. This is a random part of the collection; 5.8% or so of the library scored in one or more.
SMILES,TRPC6 activator,TRPC4 inh,TRPC4 agonist,MrgX1 ag,MrgX1 PAM,ANO1 activ,MrgX1 antagonist,TRPC4 potent,TRPC6 inhibitor,RGS4 inh,TMEM16A inh
Cc1c(C(=O)NC(=S)Nc2ccccc2N2CCCC2)cccc1[N+](=O)[O-],i,i,i,i,i,i,i,13*,i,i,i
Cc1ccc(NC(=O)c2ccco2)c(NC(=O)c2ccccc2C)c1,i,i,i,i,i,i,i,i,i,i,i
COc1ccccc1-c1cc(C(=O)NC(C)c2ccccc2)no1 (stereo not given),i,i,i,i,i,i,i,i,i,i,i
Cc1cc(NC(=O)Nc2cccc(C(F)(F)F)c2)n(C)n1,i,i,i,i,i,i,i,i,i,i,i
O=C(NC(=S)Nc1ccccc1F)C1CCCCC1,i,i,i,i,i,i,i,i,i,i,i
CCCOc1cccc(C(=O)N(Cc2ccc(OC)c(OC)c2)C2CCS(=O)(=O)C2)c1 (stereo not given),i,i,i,i,i,i,i,i,i,i,i
COC(=O)CSc1nnc(CNC(=O)c2ccc(S(=O)(=O)N3CCCCC3)cc2)n1C,/,/,/,i,i,i,i,/,/,/,i
CCCOC(=O)c1ccc(NC(=O)c2cnccn2)cc1,i,i,i,i,i,i,i,i,i,i,i
COc1ccc(S(=O)(=O)NCCSc2ccc(C)cc2)cc1OC,i,i,i,i,i,i,i,i,i,i,i
O=C(COc1ccccc1)NCC(c1ccco1)N1CCN(c2ccc(F)cc2)CC1 (stereo not given),i,i,i,i,i,i,i,i,i,i,i
COc1ccc(N2CC(C(=O)N3CCN(c4ccccc4OC)CC3)CC2=O)cc1 (stereo not given),i,i,i,i,i,i,i,i,i,i,i
O=C(NCc1ccccc1)c1ccc(CN2CCOCC2)cc1,i,i,i,i,i,i,i,i,i,i,i
Cc1ccc2cc(C#N)c(N3CCCN(C(=S)NCCCN(C)C)CC3)nc2c1,i,i,i,i,i,i,i,i,i,i,i
Cc1cccc(NC(=O)c2cc(S(=O)(=O)N3CCCC3)cn2C)c1,i,i,i,i,i,i,i,i,i,i,i
CCCCC1(CC)C(=O)NC(=O)NC1=Nc1ccc(OC)cc1 (stereo not given),i,i,i,i,i,i,i,i,i,i,i
Cc1[nH]nc2c1C1(CCC(c3ccccc3)CC1)C(C#N)=C(N)O2 (stereo not given),i,i,i,i,i,i,i,i,i,i,i
COC(=O)CCCC1=CC2=CC(=O)C(C)(OC(=O)c3cccs3)C(=O)C2=CN1c1ccccc1 (stereo not given),i,i,i,i,i,i,i,i,i,i,i
CCC(=O)Oc1ccc(-c2nc(-c3cccnc3)no2)cc1,i,i,i,i,i,i,i,i,i,i,i
O=C(NC1CCCCCC1)C1CCCN(c2ncccn2)C1 (stereo not given),i,i,i,i,i,i,i,i,i,i,i
Nc1ccc(O)c2ccccc12,i,i,i,i,i,/,i,i,i,i,i
COc1ccc(OCc2cc(C(=O)N3CCCC(CO)C3)no2)c2ccccc12 (stereo not given),i,i,i,i,i,i,i,i,i,i,i
O=C(O)c1cccc(NC(=S)NC(NC(=O)c2ccccc2[N+](=O)[O-])C(Cl)(Cl)Cl)c1 (stereo not given),i,i,i,i,i,i,i,i,i,i,i
Nn1c(CN2CCCCC2)nc2ccccc2c1=O,i,i,i,i,i,i,i,i,i,i,i
CC1(C(=O)O)CC(C)(C(=O)O)CC(C)(C(=O)O)C1 (stereo not given),i,i,i,i,i,i,i,i,i,i,i
COc1cccc(-c2nn(Cc3ccccc3)cc2CO)c1,i,i,i,i,i,i,i,i,i,i,i
O=C(CSc1nnc(CNC(=O)c2cccc(C(F)(F)F)c2)o1)NC1CCCC1,i,i,i,i,i,i,i,i,i,i,i
Cc1ccc(-c2nnn3c2nc(Cl)c2ccccc23)cc1,i,i,i,/,/,i,/,i,i,i,/
CCN(CC(=O)NCc1ccc(F)cc1)C(=O)c1ccc(COc2ccccc2)cc1,i,i,i,i,i,i,i,i,i,i,i
COc1ccccc1CNS(=O)(=O)c1cccc2nsnc12,i,i,i,i,i,i,i,i,i,i,i
CC(=O)c1c(COC(=O)c2ccc(Cl)cc2)nc2ccccc2[n+]1[O-],i,i,i,i,i,i,i,i,i,i,i
NC(=O)c1cc(S(=O)(=O)N2CCOCC2)ccc1N1CCCC1,i,i,i,i,i,i,i,i,i,i,i
O=C(CSc1ncn[nH]1)NNC(=O)c1ccccc1,i,i,i,i,i,i,i,i,i,i,i
COCc1nc2ccccc2n1CCc1ccccc1,i,i,i,i,i,i,i,i,i,i,i
O=C(NCCNCCO)C1(C(F)(F)F)C/C(=C\Cc2ccccc2)CCCO1 (stereo not given),i,i,i,i,i,i,i,i,i,i,i
CCc1cccc(C)c1NC(=O)CSc1nnc(C)o1,i,i,i,i,i,i,i,i,i,i,i
Cc1ccc(C(=O)N2CCN(C(=O)c3ccccc3)C2c2ccc(N(C)C)cc2)cc1 (stereo not given),i,i,i,i,i,i,i,i,i,i,i
O=C(CCCn1c(=O)[nH]c2cc(Cl)ccc2c1=O)NC1CCCCCCC1,i,i,i,i,i,i,i,i,i,i,i
C#CC[N+]1(CC#Cc2ccccc2)CCOCC1,i,i,i,i,i,i,i,i,i,i,i
CC(C)(C)C1CCC(OCC(O)CN2CCCC2)CC1 (stereo not given),i,i,i,i,i,i,i,i,i,i,i
CCN(CC)CCN1C(=O)C(=O)/C(=C(/O)c2c(C)[nH]c(C(=O)OC)c2C)C1c1ccc(OC)cc1 (stereo not given),i,i,i,i,i,i,i,i,i,i,i
COc1ccc(CC(=O)N2CCN=C2SCc2ccc([N+](=O)[O-])cc2)cc1,i,i,i,i,i,i,i,i,i,i,i
Cc1cnc(C(=O)N2CCCC(N3CCN(c4ccccc4C)CC3)C2)cn1 (stereo not given),i,i,i,i,i,i,i,i,i,i,i
C=CCN1C(=O)C(Cc2ccc(SC(F)F)cc2)SC1=Nc1ccc(C(=O)O)cc1 (stereo not given),i,/,i,i,i,i,i,i,i,i,i
COc1cc2cc(/C=C/C(=O)c3ccco3)c(Cl)nc2cc1OC,i,i,i,i,i,i,i,i,i,8.1*,i
CCOc1ccccc1N=C1NC(=O)CS1,i,i,i,i,i,i,i,i,i,i,i
COc1ccc2c(CC(=O)Nc3ncc(C)s3)coc2c1,i,i,i,i,i,i,i,i,i,i,i
Cc1ccc(NC(=O)CCN2CCCCC2)cc1,i,i,i,i,i,i,i,i,i,i,i
Cc1ccccc1OCCC(=O)Nc1cccc(S(=O)(=O)Nc2ccccc2Cl)c1,i,i,i,i,i,i,i,i,i,i,i
Cc1cccc(C(=O)NNC(=O)c2ccc(S(=O)(=O)N3CCOCC3)cc2)c1,i,i,i,i,i,i,i,i,i,i,i
CC(C(=O)Nc1ccc(F)c(F)c1F)N1CCCCCC1 (stereo not given),i,i,i,i,i,i,i,i,i,i,i
CC(=O)N1CCN(S(=O)(=O)c2cccc(C(=O)Nc3nccs3)c2)CC1,i,i,i,i,i,i,i,i,i,i,i
CCCCNC(=S)NNC(=O)c1ccoc1C,i,i,i,i,i,i,i,i,i,i,i
CCCCCCCCCCCC(=O)NC(Cc1ccc(OC)c([N+](=O)[O-])c1)C(=O)O (stereo not given),i,i,i,i,i,i,i,i,i,i,i
NS(=O)(=O)c1ccc(CCNc2nc(CN3CCOCC3)nc3sc4c(c23)CCC4)cc1,i,i,i,i,i,i,i,i,i,i,i
Cc1cc(C)cc(NC(=S)N(CCN(C)C)Cc2cccs2)c1,i,i,i,i,i,i,i,i,i,i,i
CC(NC(=O)COc1ccc(Br)cc1)C1CCCO1 (stereo not given),i,i,i,i,i,i,i,i,i,i,i
CCCCOP(=O)(c1ccc(N(C)C)cc1)C(O)c1cc(OC)c(OC)c(OC)c1 (stereo not given),i,i,i,i,i,i,i,i,i,i,i
COc1cccc(-c2ccnc3[nH]n(-c4ccccc4)c(=O)c23)c1,i,i,i,i,i,i,i,i,i,i,i
Cc1ccc(-n2c(=O)c3sccc3n(Cc3cc(=O)n4ccccc4n3)c2=O)cc1,i,i,i,i,i,i,i,i,i,i,i
CCCN(C(=O)c1cn(CC)c2nc(C)ccc2c1=O)c1c(N)n(Cc2ccccc2)c(=O)[nH]c1=O,i,i,i,i,i,i,i,i,i,i,i

# Further results.
SMILES,TRPC6 activator,TRPC4 inh,TRPC4 agonist,MrgX1 ag,MrgX1 PAM,ANO1 activ,MrgX1 antagonist,TRPC4 potent,TRPC6 inhibitor,RGS4 inh,TMEM16A inh
Cc1c(NC(=O)C(C)OC(=O)CC2Sc3ccccc3NC2=O)c(=O)n(-c2ccccc2)n1C (stereo not given),i,i,i,i,i,i,i,i,i,i,i
Cc1nc2ccc(NC(=O)Cc3c(F)cccc3Cl)cc2s1,i,i,i,i,i,i,i,i,i,i,i
CN1CC(=O)N2C(c3cccc([N+](=O)[O-])c3)c3[nH]c4ccccc4c3C[C@H]2C1=O (stereo not given in full),i,i,i,i,i,i,i,i,i,i,i
CC1(C)C(=O)NCCN1C(=O)c1ccc2nc(Cc3ccccc3F)oc2c1,i,i,i,i,i,i,i,i,i,i,i
CC1Cc2ccccc2N1C(=O)COC(=O)c1ccc(Br)o1 (stereo not given),i,i,i,i,i,i,i,i,i,i,i
C[C@H](NC(=O)C1(c2ccccc2)CCN(C(=O)[C@H]2CSCN2C(=O)OC(C)(C)C)CC1)C(=O)O,i,i,i,i,i,-5.1*,i,i,i,i,i

# Entries of single compounds as entered above.
# C[C@H](NC(=O)C1(c2ccccc2)CCN(C(=O)[C@H]2CSCN2C(=O)OC(C)(C)C)CC1)C(=O)O in the list: TRPC6 activator: i; TRPC4 inh: i; TRPC4 agonist: i; MrgX1 ag: i; MrgX1 PAM: i; ANO1 activ: -5.1*; MrgX1 antagonist: i; TRPC4 potent: i; TRPC6 inhibitor: i; RGS4 inh: i; TMEM16A inh: i
# Cc1nc2ccc(NC(=O)Cc3c(F)cccc3Cl)cc2s1 in the list: TRPC6 activator: i; TRPC4 inh: i; TRPC4 agonist: i; MrgX1 ag: i; MrgX1 PAM: i; ANO1 activ: i; MrgX1 antagonist: i; TRPC4 potent: i; TRPC6 inhibitor: i; RGS4 inh: i; TMEM16A inh: i
